High-throughput results deposited in PubChem by National Center for Advancing Translational Sciences (NCATS).
N370S GC mod: inhibitors or activators of N370S glucocerebrosidase for Gaucher disease; P04062; N370S GC spleen homogenate, 4MU-glucoside fluorescence; Potency, µM (doses to about 59.4 µM), for inactives: at the highest dose activity change, negative = inhibition, hits mostly inhibitors; 330,000 compounds, 0.092% hits; AID 2101;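 also: 0% = full enzyme activity and -100% = no enzyme basal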
FEN1 inhibitor: human FEN1 inhibition | P39748 | Recombinant FEN1 flap cleavage, fluorescence, 15 min | Potency, µM (series often up to 114 µM), for the others: top-dose activity change, negative = inhibition, actives largely listed as inhibitors | 390,000 compounds, 0.35% hits | AID 588795; also: nearly all actives have a fitted effect of over 65% in size
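Reaction started by adding substrate (50 nM final) to 10 nM enzyme after 15 min room-temperature compound preincubation. Reads at 0 and 15 min, with data normalized and fitted to a four-parameter Hill equation.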
KAT2A inh: inhibitors of human GCN5L2 histone acetyltransferase; 390,000 compounds, 0.21% hits; Q92830; GCN5L2 HAT assay, ThioGlo1 CoA-SH fluorescence; Potency, µM (top dose mostly 58.9 µM), for inactives: at the top dose activity change, negative = inhibition, usual class: inhibitors; AID 504327
Target sequence (Q92830 whole entry, looked up): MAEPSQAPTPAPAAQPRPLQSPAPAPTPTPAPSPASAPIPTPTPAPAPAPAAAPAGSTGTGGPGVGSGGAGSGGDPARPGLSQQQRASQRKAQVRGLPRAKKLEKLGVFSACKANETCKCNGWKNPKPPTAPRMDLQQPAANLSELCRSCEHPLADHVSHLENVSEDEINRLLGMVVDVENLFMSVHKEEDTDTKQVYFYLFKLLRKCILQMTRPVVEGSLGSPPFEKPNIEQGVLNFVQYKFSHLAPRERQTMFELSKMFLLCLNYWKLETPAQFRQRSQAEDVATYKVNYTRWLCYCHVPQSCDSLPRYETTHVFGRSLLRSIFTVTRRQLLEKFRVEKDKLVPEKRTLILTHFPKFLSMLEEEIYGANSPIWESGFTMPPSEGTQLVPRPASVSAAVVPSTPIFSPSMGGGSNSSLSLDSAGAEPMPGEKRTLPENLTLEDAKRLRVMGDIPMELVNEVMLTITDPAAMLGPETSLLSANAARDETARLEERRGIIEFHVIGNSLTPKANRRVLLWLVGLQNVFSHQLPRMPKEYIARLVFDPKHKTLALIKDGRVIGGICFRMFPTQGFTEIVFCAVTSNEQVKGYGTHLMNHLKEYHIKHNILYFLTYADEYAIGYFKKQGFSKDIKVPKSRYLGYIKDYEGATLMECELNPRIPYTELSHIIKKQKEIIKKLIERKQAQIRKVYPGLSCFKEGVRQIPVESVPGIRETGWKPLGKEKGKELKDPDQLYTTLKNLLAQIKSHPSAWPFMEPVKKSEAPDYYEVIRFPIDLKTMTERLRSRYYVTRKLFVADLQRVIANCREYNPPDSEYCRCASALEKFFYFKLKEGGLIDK
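Fluorescence readout, Ex340nm/Em540nm: ThioGlo1 (50uM final) reacts with free CoA thiol released as 20nM GCN5L2 acetylates H3(1-25) peptide (75uM) using acetyl-CoA (70uM). Compound and enzyme sat 15 min beforehand; 20 min room-temperature reaction.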
* marks the source's active call; other numbers are inactive results; u = inconclusive; x = not tested or not shown; & = joins results of further samples; [ ] = another dose, or the depositor's remark. Calls follow the shape of the dose curve; as a rule, active = well fitted curve in the direction sought with a large enough effect; inconclusive = small, poorly fitted or top-dose-only effect, or another doubt; inactive = no such curve, though single readings can be large; an effect the other way counts as inactive or inconclusive. Unless noted, % is scaled to controls: 0 for no effect and ±100 for the full control effect; potency is read from the fitted curve at half-maximal effect. A portion of the library; count on the stated rates, not on these rows.

SMILES	N370S GC mod	FEN1 inhibitor	KAT2A inh
O=C(CN1CCOCC1)Nc1c2c(nc3c1CCC3)CCC2	16%	7%	-8%
COc1ccc(CNC(=O)CN(C(=O)c2csnn2)c2cccc(F)c2)cc1	-19%	1%	0%
C=CCOc1c(CNc2ccc(S(N)(=O)=O)cc2)cccc1OC	-1%	2%	-4%
O=C(CSc1nc2ccccc2n1-c1ccccc1)Nc1ncc(Cl)cc1Cl	10%	11%	18%
COC(=O)c1ccccc1NC(=O)c1ccc2c(Cl)c3c(nc2c1)CCCC3	x	-9%	-6%
CCn1c(SCC(=O)Nc2cc(NC(C)=O)ccc2OC)nnc1-c1ccccn1	0%	6%	3%
COC(=O)c1c(NC(=O)c2ccc(OC)cc2OC)sc2c1CCCCC2	x	6%	1%
O=C(COc1ccccc1)Nc1ccc(S(=O)(=O)NCc2ccco2)cc1	-7%	2%	0%
CC(C)c1nnc(NC(=O)CSc2nc3ccccc3[nH]2)s1	14%	15%	-10%
CC(=O)c1c(C)oc2ccc(N(C(=O)Oc3ccccc3)S(=O)(=O)c3ccccc3)cc12	x	-3%	-12%
OC(c1ccc(Cl)cc1)c1nccc2ccccc12 (stereo unspecified)	2%	1%	-1%
Cc1cc(C)c2cc(CN(CCO)C(=O)Nc3ccc(Cl)cc3)c(=O)[nH]c2c1	-4%	-3%	-5%
Cc1ccc(Cn2ncc3c(N4CCN(C)CC4)ncnc32)cc1	-3%	4%	23%
O=C(CSC1=NS(=O)(=O)c2ccccc2N1)Nc1ccccc1F	-10%	-7%	-8%
COC1CCCCC1Nc1cc(C)cc(C)c1 (stereo unspecified)	4%	6%	-2%
COc1ccc(C)cc1NC(=O)Nc1cccc(-c2noc(C)n2)c1	x	-2%	-4%
Cc1cc(C)n(CCNC(=O)CC2C(=O)NCCN2CC2CCCCC2)n1 (stereo unspecified)	-2%	8%	-3%
CCOC(=O)CSc1nnc(CNC(=O)c2cc(OC)c(OC)c(OC)c2)n1C	12%	-2%	-10%
Cc1ccc(C)c(Cn2c3ccccc3c3cnn(CC(=O)NCCN4CCOCC4)c(=O)c32)c1	u	-19%	0%
O=S(=O)(Cc1ccccc1)N1CCCC1	8%[2.35 µM]	-16%	-2%
CNCC[C@H](Oc1ccccc1OC)c1ccccc1	-5%	x	-13%[21.4 µM]
CC(=O)N1CC(=O)N(CC(=O)Nc2ccc(Br)cc2)C1=S	-5%	13%	-6%
CCOC(=O)N1CCN(CCC(=O)Nc2ccc(F)c(F)c2)CC1	-14%	9%	0%
COC(=O)CCCC1=CC2=C(c3ccccc3)C(=O)C(C)(OC(=O)C3CCCC3)C(=O)C2=CN1CCc1c[nH]c2ccccc12 (stereo unspecified)	5%[12.8 µM]	11%	17%
C#CCOCCOCCOCCNc1nc(N2CCOCC2)nc(N2CCN(C(=O)[C@H](CCC(=O)O)n3cc(C(N)[C@H](C)CC)nn3)CC2)n1 (stereo partly specified)	23%	2%	-11%
COc1cc(SC)ccc1C(=O)Nc1ccc(Cl)cn1	14%	2%	-8%
COc1cc(Cl)c(C)cc1NC(=O)CSC	4%	-4%	8%
CC(NS(=O)(=O)c1ccc(Cl)cc1)C(=O)OCC(=O)c1ccc[nH]1 (stereo unspecified)	x	0%	-2%
CCOC(=O)C1(Cc2ccc(OC)cc2)CCN(C(=O)c2ccoc2C)CC1	6%	19%	-2%
CC(OC(=O)c1cc(=O)[nH]c2ccccc12)C(=O)c1ccccc1 (stereo unspecified)	18%	1%	-12%
COc1cc(/C=N/NC(=O)c2cccnc2)cc2c1OCO2	-4%	-3%	-30%
Cc1ccc(C)c(NC(=S)N2CCN(c3ccccn3)CC2)c1	-3%	-1%	2%
CCC(=O)c1ccc(OCC(=O)OCC(=O)N2c3ccccc3NC(=O)C2(C)C)cc1	4%	12%	-8%
c1ccc(-n2ncc3c(NC4CCCC4)ncnc32)cc1	x	11%	-7%
Cc1ccc(C(=O)COc2ncnc3cc(Cl)ccc23)cc1	1%	-3%	-21%
COc1ccc(OCCCC(=O)Nc2cc(Cl)ccc2-n2cncn2)cc1	1%	-5%	0%
Cc1ccc(NC(=S)N2CCN(S(=O)(=O)c3ccc(F)cc3)CC2)cc1	-21%	1%	-8%
Cc1ccc(C)c(S(=O)(=O)N2CCN(C(=O)c3sccc3C)CC2)c1	-14%	-6%	-18%
CC(=O)Oc1ccc(C2(C)CC(C)(C)Oc3cc(OC(C)=O)ccc32)c(OC(C)=O)c1 (stereo unspecified)	-8%	-9%	-12%
Cc1ccc(N(CCC(=O)O)S(=O)(=O)c2ccc(C)cc2)cc1	-12%	6%	1%
CCCS(=O)(=O)c1c(S(=O)(=O)CCC)c2c(C)cccn2c1C(=O)OC	7%	-6%	-5%
Cc1nc2ccccc2n1CC(=O)OCC(=O)NCc1ccccc1	-7%	0%	-6%
N#C/C(=C1/CCCCCN1)c1nnc2n1CCCCC2	-1%	1%	-7%
Cc1c(NC(=O)c2ccc(S(=O)(=O)N3CCOCC3)cc2)cccc1[N+](=O)[O-]	-12%	7%	u
COc1ccc(CN(C)C(C)C(=O)NC2CCCc3ccccc32)cc1 (stereo unspecified)	-6%	1%	-14%
COc1ccccc1OCc1ccc(C(=O)Nc2ccncc2)o1	-2%	-7%	-3%
CCC(c1nnnn1C1CCCCC1)N1CCN(C(=O)c2ccco2)CC1 (stereo unspecified)	-1%	1%	-1%
CCCN(CCC)CC(O)COc1ccc2c(c1)OCO2 (stereo unspecified)	1%	4%	-4%
O=C(CCCCCNC(=O)N1CCn2c1nc1ccccc12)N[C@@H](Cc1ccccc1)C(=O)O	1%	1%	-2%
O=C1NC[C@H](c2ccccc2)OC(=O)[C@H](Cc2ccc(F)cc2)CC/C=C/C[C@H]1CC(=O)N(CCO)Cc1ccccc1	x	-31%	-5%

Overlap with the part before: six entries, then new ones.
SMILES	N370S GC mod	FEN1 inhibitor	KAT2A inh
COc1ccc(CN(C)C(C)C(=O)NC2CCCc3ccccc32)cc1 (stereo unspecified)	-6%	1%	-14%
COc1ccccc1OCc1ccc(C(=O)Nc2ccncc2)o1	-2%	-7%	-3%
CCC(c1nnnn1C1CCCCC1)N1CCN(C(=O)c2ccco2)CC1 (stereo unspecified)	-1%	1%	-1%
CCCN(CCC)CC(O)COc1ccc2c(c1)OCO2 (stereo unspecified)	1%	4%	-4%
O=C(CCCCCNC(=O)N1CCn2c1nc1ccccc12)N[C@@H](Cc1ccccc1)C(=O)O	1%	1%	-2%
O=C1NC[C@H](c2ccccc2)OC(=O)[C@H](Cc2ccc(F)cc2)CC/C=C/C[C@H]1CC(=O)N(CCO)Cc1ccccc1	x	-31%	-5%
CS(=O)(=O)N(CC(=O)N1CCOCC1)c1ccc(Cl)cc1	-13%	-4%	1%
COc1cccc(NC(=O)CN(C)C(=O)c2ccc(N3CCCCC3)c([N+](=O)[O-])c2)c1	x	-2%	-5%
CC(=O)N(CC1CCCO1)C1(C(=O)NC2CCCC2)CCCCC1 (stereo unspecified)	0%	30%	0%
Cc1ccc(C2(C)NC(=O)N(CC(=O)N3CCN(C(=O)c4cccs4)CC3)C2=O)cc1 (stereo unspecified)	x	20%	-6%
CC(C)CC(NC(=O)/C(=C\c1ccco1)NC(=O)c1ccco1)C(=O)O (stereo unspecified)	-3%	6%	-19%
CCCCC(=O)N(c1ccc(C)c(C)c1)C1C=CS(=O)(=O)C1 (stereo unspecified)	-2%	-2%	-9%
O=C(CCc1nnc(COc2ccccc2)o1)NCc1ccccc1	2%	-10%	3%
CCOc1ccc(NC(=O)C2CC(=O)NC(=Nc3ccc(Cl)c(Cl)c3)S2)cc1 (stereo unspecified)	x	-8%	-5%
CC(=O)N1CCCc2cc(S(=O)(=O)N3CCCC(C(=O)NCc4ccc(Cl)cc4)C3)ccc21 (stereo unspecified)	-2%	-10%&7%	-4%&-10%
Cn1c(=O)[nH]c(=O)c2c1nc(N1CCCCCC1)n2CCSc1nc2ccccc2[nH]1	1%	14%	-4%
O=C(Nc1nn(Cc2ccc(Cl)cc2)cc1Br)c1ccc(COc2ccccc2Cl)o1	11%	-16%	-4%
O=C(NCC(c1ccco1)S(=O)(=O)c1cccs1)c1ccc(F)cc1 (stereo unspecified)	x	15%	-3%
Cc1ccc(Oc2ncccc2NC(=O)CC2(CC(=O)O)CCCC2)c2c1CCC2	11%	-11%	-18%
Cc1nnc2n(Cc3ccccc3)c(=O)c3c4c(sc3n12)CN(Cc1ccccc1)CC4	-13%	x	-5%
COc1ccc(NC(=O)C2C3C=CC(C3)C2C(=O)NCc2ccco2)c(OC)c1 (stereo unspecified)	7%	-4%	-3%
COc1ccc(/C=N/N=C(\N)c2nonc2N)cc1	-4%	11%	-15%
CCN1C(C)=C(C)S/C1=C1\SC(=S)N(NC(C)=O)C1=O	-5%	22%	-4%
COc1ccc(/C=N/Nc2nnc(Cc3ccc(OC)c(OC)c3)c(=O)[nH]2)cc1	1%	3%	-1%
COCc1cc(C)nc(N/N=C/c2ccc(-c3ccc(C(=O)O)c(Cl)c3)o2)c1C#N	10%	x	-4%
Cc1ccc(NC(=O)N(C2CCCCC2)C(C)c2cccnc2)cc1C (stereo unspecified)	1%	-5%	-4%

6 entries already listed, ordered by their value in KAT2A inh, falling.
SMILES,KAT2A inh
COc1ccc(/C=N/Nc2nnc(Cc3ccc(OC)c(OC)c3)c(=O)[nH]2)cc1,-1%
COc1ccc(NC(=O)C2C3C=CC(C3)C2C(=O)NCc2ccco2)c(OC)c1 (stereo unspecified),-3%
CCN1C(C)=C(C)S/C1=C1\SC(=S)N(NC(C)=O)C1=O,-4%
Cc1nnc2n(Cc3ccccc3)c(=O)c3c4c(sc3n12)CN(Cc1ccccc1)CC4,-5%
COc1ccc(/C=N/N=C(\N)c2nonc2N)cc1,-15%
Cc1ccc(Oc2ncccc2NC(=O)CC2(CC(=O)O)CCCC2)c2c1CCC2,-18%

Other structures.
SMILES	N370S GC mod	FEN1 inhibitor	KAT2A inh
CCCc1ccc(OCC(=O)NNC(=S)NC(=O)c2ccco2)cc1	3%	0%	1%
COc1cccc2cc(-c3nnc(SCC(=O)Nc4ccc(NC(C)=O)cc4)n3C)oc12	-9%	10%	-8%
CCOc1ccccc1N1CCN(C(=O)c2ccccc2OCc2c(C)noc2C)CC1	x	2%	-7%
O=C(NCCN1CCOCC1)c1cccn2c(=O)c3c4c(sc3nc12)CCCC4	2%	x	16%
Cc1ccccc1-c1nc(NC(=O)CSc2ncnc3sc4c(c23)CCCC4)ns1	x	u	3%
COc1ccccc1NC(=O)C1=C(C)Nc2ncnn2C1c1ccc[nH]1 (stereo unspecified)	x	u	-2%
COc1cc(NC(=O)CN(C)S(=O)(=O)c2ccc3c(c2)CC(C)N3C(C)=O)cc(OC)c1 (stereo unspecified)	-2%	-9%	-20%
CC(=O)Nc1c(C(=O)N2CCOCC2)cnn1-c1ccc(C)c(C)c1	7%	5%	-3%
CCOC(=O)CSc1nc2cc(C(=O)NCC3CCCO3)ccc2c(=O)n1Cc1ccco1 (stereo unspecified)	-18%	6%	2%
CCOc1cc(C(=O)Nc2cccc3ncccc23)cc(OCC)c1OCC	x	3%	2%
CCC(=O)N(Cc1cc(=O)[nH]c2ccccc12)c1ccc(C)cc1C	0%	-5%	-1%
COc1ccc(N2CCN(CCNC(=O)CCS(=O)(=O)c3cccc4nsnc34)CC2)cc1	5%	x	-4%
COc1ccccc1Cn1c(=S)[nH]c2cc(C(=O)NCC(OC)OC)ccc2c1=O	-8%	20%	-9%
CSc1ccc(Cc2ccc(Cl)cc2Cl)nn1	11%	-3%	-14%
O=C1CCCN1CCC(=O)N1CCCC(N2CCN(c3ccccc3F)CC2)C1 (stereo unspecified)	-18%	3%	-6%
CN(C(=O)c1ccccc1Br)C1CCS(=O)(=O)C1 (stereo unspecified)	-18%	-5%	-1%
COc1ccc(NC(=O)c2cc3c(=O)n(C)c4ccccc4c3s2)cc1OC	-6%	1%	-5%
Cc1cc(C)c2c(c1)c1nnc(SCCN3CCOCC3)nc1n2C	4%	-8%	-1%
COc1ccc2nc(Nc3nc4ccc(NC(C)=O)cc4s3)sc2c1	20%	7%	-2%
CCC(=O)N1CCN(c2ccc(NC(=O)c3cc4ccccc4o3)cc2Cl)CC1	u	-15%	-16%
Cc1cccc(OC(=O)c2sc(Cl)nc2C)c1	-12%	-6%	0%
NC(=O)c1cc(NC(=O)CCCc2nc3ccccc3s2)cc(C(N)=O)c1	0%	-5%	-3%
CC(NC(=O)COC(=O)c1c[nH]c2ccccc12)c1ccccc1 (stereo unspecified)	x	-1%	-7%
COc1cc2c(cc1OC)CN(C(=O)CCC(=O)c1ccc(F)cc1)CC2	x	u	-7%
CCOc1ccccc1NC(=O)[C@@H](NC(=O)c1ccccc1F)C(C)C	1%	8%	0%
CCc1ccccc1N(CC)C(=O)c1cn(CC)c(=O)c2cc(OC)c(OC)cc12	4%	-13%	-3%
COc1ccccc1NC(=O)CSc1oc(-c2ccco2)nc1S(=O)(=O)c1ccc(C)cc1	x	-2%	0%
C[C@]12C=CC(=O)C=C1CC[C@@H]1C2[C@@H](O)C[C@@]2(C)C1CC[C@]2(O)C(=O)COC(=O)CCC(=O)O (stereo partly specified)	9%	6%	-20%
